# Screening data as filed in PubChem.
# Apaf-1 inh – inhibitors of human Apaf-1 apoptosome | reconstituted apoptosome caspase-3 activity, DEVD-Rh110 fluorescence | inhibition, % at 20 µM | hit rate 0.71% among 330,000 | AID 489030; active = inhibition of at least 40% at 20 µM;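 note: plate controls were DMSO wells for no effect and DEVD-CHO caspase inhibitor wells for full effect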
#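 Material: biochemical Apaf-1 apoptosome reconstitution. Medium: Hepes buffer, pH 7.5. Also added: cytochrome c activation, bis-DEVD rhodamine 110 substrate. Timing: 30 min compound preincubation, 50 min activation, room temperature. Measured by: rhodamine 110 fluorescence at Ex 480/Em 540 nm.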
# EBI2 block – EBI2 (human) antagonism | P32249 | EBI2 beta-arrestin recruitment, luminescence, 7a,25-OHC stimulated | inhibition, % at 5 µM | hit rate 0.81% among 360,000 | AID 651636; in the data active = inhibition above about 38%;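 note: enzyme fragment complementation signal reports receptor beta-arrestin coupling in cells; 0% = agonist plus DMSO wells and 100% = wells without agonist; some results beyond the cut were filed as inactive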
# Target sequence (P32249 whole entry, looked up, the tested form may be a part): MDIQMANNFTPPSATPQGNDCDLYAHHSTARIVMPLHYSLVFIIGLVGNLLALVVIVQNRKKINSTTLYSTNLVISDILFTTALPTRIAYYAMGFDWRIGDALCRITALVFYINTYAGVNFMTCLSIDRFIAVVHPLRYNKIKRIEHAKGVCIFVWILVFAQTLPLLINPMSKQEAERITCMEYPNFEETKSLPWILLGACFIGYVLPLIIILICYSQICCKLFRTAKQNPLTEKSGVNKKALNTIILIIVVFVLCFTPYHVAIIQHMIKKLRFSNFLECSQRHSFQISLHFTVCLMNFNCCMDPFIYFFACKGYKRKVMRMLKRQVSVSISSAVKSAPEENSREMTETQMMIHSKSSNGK
# Jurkat NFkB inh – lowers PMA/ionomycin-induced NF-kB signal in Jurkat cells; PMA/ionomycin-induced NF-kB luciferase reporter, luminescence; inhibition, % at 4 µM; hit rate 0.53% among 330,000
# UBC13 inh – blocks human UBC13 polyubiquitin chain formation | P61088 | inhibition, % at 20 µM | hit rate 0.47% among 330,000 | TR-FRET; in the data active = inhibition above about 45%, passing the limit was not always enough
# Target sequence (P61088 whole entry, looked up): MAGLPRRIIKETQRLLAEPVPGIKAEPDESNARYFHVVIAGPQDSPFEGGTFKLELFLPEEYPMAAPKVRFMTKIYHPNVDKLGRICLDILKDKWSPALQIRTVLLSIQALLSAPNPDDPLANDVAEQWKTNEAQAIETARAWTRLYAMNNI
# SENP8 inh – blocks the human protease SENP8 | Q96LD8 | purified SENP8, Z-RLRGG-aminoluciferin cleavage, luminescence | inhibition, % at 10 µM | hit rate 1.2% among 330,000
# Target sequence (Q96LD8 whole entry, looked up): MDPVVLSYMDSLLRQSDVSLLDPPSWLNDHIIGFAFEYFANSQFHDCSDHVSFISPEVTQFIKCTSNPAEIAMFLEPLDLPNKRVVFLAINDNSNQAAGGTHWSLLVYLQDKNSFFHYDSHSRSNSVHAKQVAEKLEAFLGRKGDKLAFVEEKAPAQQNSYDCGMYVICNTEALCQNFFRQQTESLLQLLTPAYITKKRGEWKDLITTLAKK
# CCR6 antag – blocks CCL20-driven beta-arrestin recruitment at human CCR6; P51684; CHO-K1 CCR6 PathHunter beta-arrestin, luminescence, CCL20-stimulated; inhibition, % at 20 µM; hit rate 0.49% among 340,000; AID 493098;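 active = compounds whose inhibition of the agonist-driven luminescence signal at 20 µM reaches about 50%, limit read from the data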;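 note: cells stimulated with CCL20 at 14 nM final; plate controls were DMSO with CCL20 for no effect and DMSO without agonist for full effect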
# Target sequence (P51684 whole entry, looked up): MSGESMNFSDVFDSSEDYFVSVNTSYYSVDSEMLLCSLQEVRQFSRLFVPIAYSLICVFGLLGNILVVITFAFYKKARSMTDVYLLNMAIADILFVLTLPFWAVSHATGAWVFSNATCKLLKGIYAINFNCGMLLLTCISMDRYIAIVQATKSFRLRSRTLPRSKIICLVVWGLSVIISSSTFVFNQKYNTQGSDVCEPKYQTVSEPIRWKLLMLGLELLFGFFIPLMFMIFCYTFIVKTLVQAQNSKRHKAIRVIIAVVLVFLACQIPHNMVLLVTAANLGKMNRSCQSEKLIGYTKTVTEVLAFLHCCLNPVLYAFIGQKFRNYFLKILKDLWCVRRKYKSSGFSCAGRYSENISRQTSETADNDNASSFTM
# 697 NFkB inh – lowers PMA/ionomycin-induced NF-kB signal in 697 B cells; 697 B-cell NF-kB luciferase reporter, 16 h; AID 435022; inhibition, % at 4 µM; hit rate 0.33% among 330,000; in the data active = inhibition above about 35%
# Gli-Sufu block – antagonists of Gli-Sufu signaling. inhibition, % at 5 µM. hit rate 0.74% among 340,000. Sufu-KO-LIGHT fibroblasts, Gli luciferase reporter luminescence;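 active = inhibition above about 55%, limit read from the data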;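 note: 0% = DMSO-treated cells and 100% = wells with medium but no cells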
# The depositor's hits bear a star; . = no result given. Cut-off read from the data, not from the text of the source, unless noted: active = inhibition above about 50%; inactive = the rest. Not all compounds are listed (hit frequency here may not be typical).
Structure,Apaf-1 inh,EBI2 block,Jurkat NFkB inh,UBC13 inh,SENP8 inh,CCR6 antag,697 NFkB inh,Gli-Sufu block
CC(=O)Nc1cccc(NC(=O)c2ccc3c(c2)CCN3S(C)(=O)=O)c1,2,-3,3,-3,-10,-3,12,-6
Cc1cc(C)c(NC(=O)CCN2CCN(Cc3ccccc3)CC2)c(C)c1,-15,6,4,-6,7,2,-8,7
CCS(=O)(=O)N1CCN(Cc2ccc([N+](=O)[O-])cc2)CC1,9,-16,-4,-4,-1,7,-20,-27
O=C(O)c1ccc(N=NN2CCOCC2)cc1,-2,-11,3,2,2,1,-3,2
Cc1cccc(C)c1NC(=O)COC(=O)c1cc(=O)[nH]c2ccccc12,-7,-8,7,6,-2,8,23,5
CCc1nnc(NS(=O)(=O)c2ccc(NC(=O)c3cc(Cl)ccc3[N+](=O)[O-])cc2)s1,-6,8,7,-8,8,9,14,-5
COc1ccc(OC)c(NC(=O)N2CCCc3ccccc32)c1,-3,-6,6,-6,-8,15,14,3
COC(=O)c1cc(C#N)c(Oc2cccc(C)c2C)nc1C,6,-2,15,-2,-1,14,9,-4
COC(=O)c1sc(N2C(=O)C(=O)/C(=C(/O)c3ccc(C)cc3)C2c2ccco2)nc1C (stereo unspecified),13,.,15,10,4,14,8,0
O=S(=O)(NC1CCN(Cc2ccccc2)CC1)c1ccc2ccccc2c1,1,-2,11,4,-7,-14,13,14
Cc1[nH]c(-c2ccc(F)cc2)cc1C(=O)N1CCN(c2ccccc2F)CC1,16,91*,7,-1,-17,-28,-24,19
CCOc1ccc(OCCC(=O)OC(C)C(=O)Nc2ccc(Cl)cn2)cc1 (stereo unspecified),13,11,8,4,15,-5,-11,-2
CC(C(=O)NCc1ccccc1)N1C(=O)c2ccccc2C1=O (stereo unspecified),7,-4,0,-8,-7,-4,-2,17
CCOC(=O)C1=C(COC(=O)[C@H](C)NS(=O)(=O)c2ccccc2F)NC(=O)NC1C (stereo partly specified),-7,-12,11,1,4,-9,14,3
CN(C)c1ccc2c(c1)Sc1cc(N(C)C)ccc1N2C(=O)c1ccccc1,17,15,15,-4,-1,26,-12,19

# Some values from the results shown.
# EBI2 block with O=S(=O)(NC1CCN(Cc2ccccc2)CC1)c1ccc2ccccc2c1 : -2
# 697 NFkB inh with CCOC(=O)C1=C(COC(=O)[C@H](C)NS(=O)(=O)c2ccccc2F)NC(=O)NC1C (stereo partly specified) : 14
# Jurkat NFkB inh with COc1ccc(OC)c(NC(=O)N2CCCc3ccccc32)c1 : 6
# Jurkat NFkB inh with Cc1cccc(C)c1NC(=O)COC(=O)c1cc(=O)[nH]c2ccccc12 : 7

# (continued)
Structure,Apaf-1 inh,EBI2 block,Jurkat NFkB inh,UBC13 inh,SENP8 inh,CCR6 antag,697 NFkB inh,Gli-Sufu block
COc1cc([N+](=O)[O-])ccc1NC(=O)CN1CCOCC1,-8,5,1,1,-6,3,19,4
CCC(C)(C(=O)NC1CCCCC1)N(C(=O)CC1NC(=O)NC1=O)c1c(C)n(C)n(-c2ccccc2)c1=O (stereo unspecified),-18,6,0,0,3,10,13,1
Cc1cc(C(C)(C)C)oc1C(=O)N(CC(=O)NC1CCCC1)Cc1ccc(Cl)cc1,15,29,-3,0,-1,29,15,34
Nc1c(S(=O)(=O)c2cccc(Cl)c2)c2nc3ccccc3nc2n1CCN1CCOCC1,3,12,-4,9,-13,1,-7,7
CC(=O)Nc1ccc(NC(=O)C(=O)NCC(c2ccco2)N2CCc3ccccc32)cc1 (stereo unspecified),0,10,-13,-5,-5,14,-15,2
CC1CCN(C(=O)CCc2nc3cc(S(=O)(=O)N(C)C)ccc3n2C)CC1,7,2,-11,-4,4,10,-13,5
Cc1nn(C(C)(C)C)c(OC(=O)c2ccc3c(c2)OCO3)c1S(=O)(=O)c1ccccc1,10,-2,-1,0,-5,37,4,5
O=C(Cn1cc(SCc2ccc(Cl)cc2)c2ccccc21)N1CCOCC1,28,10,-26,-6,44,-4,-39,-52
Cc1ccc(NC(=O)CS(=O)CC(=O)N(CC(=O)NC2CCCC2)c2cc(C)ccc2C)cc1 (stereo unspecified),-1,-7,5,-2,-8,5,0,2
CC#CCN1c2ccccc2[C@]23C[C@@H](C(=O)OC)N(C(=O)NCCBr)C2=NC(C(=O)OC)=C(C(=O)OC)[C@H]13,-2,-5,11,1,7,5,16,2
CCOc1ccc(S(=O)(=O)NCCC(=O)NCC(c2cccs2)N2CCOCC2)cc1 (stereo unspecified),14,0,1,6,3,5,-2,-4
O=C(COc1cccc2c1CCN(Cc1ccccc1F)C2=O)N1CCCCC1,13,5,-3,4,-6,13,-6,1
COc1cc(Cl)cc(/C=C/c2ccc3cccc(O)c3n2)c1OC,13,22,4,-22,-1,41,-25,10
Cc1ccc(NC(=O)C2CCCN(S(=O)(=O)c3ccc4[nH]c(=O)ccc4c3)C2)nc1 (stereo unspecified),-6,-10,12,-1,6,6,12,0
CN1CCSc2ccc(C(=O)Nc3cccc(F)c3)cc21,-24,-4,-153,30,83*,6,-1,-49

# Only Apaf-1 inh, UBC13 inh and SENP8 inh, for some of the entries so far:
Molecule,Apaf-1 inh,UBC13 inh,SENP8 inh
Cc1ccc(NC(=O)C2CCCN(S(=O)(=O)c3ccc4[nH]c(=O)ccc4c3)C2)nc1 (stereo unspecified),-6,-1,6
CN1CCSc2ccc(C(=O)Nc3cccc(F)c3)cc21,-24,30,83*
O=C(COc1cccc2c1CCN(Cc1ccccc1F)C2=O)N1CCCCC1,13,4,-6
Cc1ccc(NC(=O)CS(=O)CC(=O)N(CC(=O)NC2CCCC2)c2cc(C)ccc2C)cc1 (stereo unspecified),-1,-2,-8

# (further entries)
Structure,Apaf-1 inh,EBI2 block,Jurkat NFkB inh,UBC13 inh,SENP8 inh,CCR6 antag,697 NFkB inh,Gli-Sufu block
O=[N+]([O-])c1ccc(N2CCN(c3ccccc3)CC2)nc1,-3,-7,20,2,1,16,2,-11
CC(C)(C)c1ccc(OC(=O)c2cccnc2)cc1,9,-16,0,-2,-16,3,8,9
Cc1ccc(NS(=O)(=O)c2ccc(C(=O)N3CCN(c4ncccn4)CC3)cc2)cc1,8,5,13,5,11,-1,-33,48
O=C(c1ccc(=O)oc1)N1CCCc2ccccc21,-1,-6,11,-6,9,13,8,-5
Cc1ccc(NC(=O)Cc2nc(CN(C)CC(=O)Nc3ccc(C)cc3)cs2)cc1,2,2,-6,8,10,11,9,-2
O=C(CCNC(=O)c1ccccc1)NN=Cc1ccc(Br)o1,11,-12,-6,-2,-24,-5,-6,0
O=S(=O)(Nc1nc2ccccc2nc1NCC1CCCO1)c1ccc(F)cc1 (stereo unspecified),-11,-2,-13,-13,-5,9,10,4
CCOC(=O)c1[nH]c2ccc(OC)cc2c1NC(=O)CCN1CCc2ccccc2C1,2,9,8,10,-5,11,-8,8
O=c1[nH]c(Cc2cccs2)nc2ccccc12,-7,-4,-3,10,2,6,17,4
C=CCn1c(Cc2ccccc2)nnc1SCc1nc2ccccc2c(=O)[nH]1,0,-12,-4,6,-3,8,6,4
Cc1cc(C)nc(N2CCCC(C(=O)Nc3ccc(F)cc3)C2)n1 (stereo unspecified),9,-7,-36,7,3,-2,7,-9
C[C@@H](NC(=O)c1nc[nH]c1C(=O)N[C@@H](Cc1ccccc1)C(=O)OCc1ccccc1)c1ccccc1,19,-14,-6,-10,3,-6,-4,-7
COc1ccccc1CC(=O)NCC1CCCO1 (stereo unspecified),-10,1,20,6,1,-29,22,7
Cc1ccc(Cn2c(Cc3ccccc3)nc3ccccc32)cc1,19,-3,-17,1,-8,25,-23,5
CCNc1nc(NC(C)CC)nc(Oc2ccc(=O)[nH]n2)n1 (stereo unspecified),-8,3,5,4,2,9,2,.

# Shown with each value named: 4 of the compounds above
mol: CCc1nnc(NS(=O)(=O)c2ccc(NC(=O)c3cc(Cl)ccc3[N+](=O)[O-])cc2)s1
  Apaf-1 inh = -6
  EBI2 block = 8
  Jurkat NFkB inh = 7
  UBC13 inh = -8
  SENP8 inh = 8
  CCR6 antag = 9
  697 NFkB inh = 14
  Gli-Sufu block = -5

mol: C=CCn1c(Cc2ccccc2)nnc1SCc1nc2ccccc2c(=O)[nH]1
  Apaf-1 inh = 0
  EBI2 block = -12
  Jurkat NFkB inh = -4
  UBC13 inh = 6
  SENP8 inh = -3
  CCR6 antag = 8
  697 NFkB inh = 6
  Gli-Sufu block = 4

mol: CC(=O)Nc1ccc(NC(=O)C(=O)NCC(c2ccco2)N2CCc3ccccc32)cc1 (stereo unspecified)
  Apaf-1 inh = 0
  EBI2 block = 10
  Jurkat NFkB inh = -13
  UBC13 inh = -5
  SENP8 inh = -5
  CCR6 antag = 14
  697 NFkB inh = -15
  Gli-Sufu block = 2

mol: CN(C)c1ccc2c(c1)Sc1cc(N(C)C)ccc1N2C(=O)c1ccccc1
  Apaf-1 inh = 17
  EBI2 block = 15
  Jurkat NFkB inh = 15
  UBC13 inh = -4
  SENP8 inh = -1
  CCR6 antag = 26
  697 NFkB inh = -12
  Gli-Sufu block = 19

# Continued:
Structure,Apaf-1 inh,EBI2 block,Jurkat NFkB inh,UBC13 inh,SENP8 inh,CCR6 antag,697 NFkB inh,Gli-Sufu block
Nc1c(C(=O)CSc2nnc(N3CCOCC3)n2-c2cccc(F)c2)c(=O)[nH]c(=O)n1C1CC1,-10,8,-1,8,3,0,19,0
CC(=O)c1c(C)[nH]c(C(=O)Nc2ccc(Cl)c(S(=O)(=O)N3CCOCC3)c2)c1C,11,6,2,4,0,-3,13,29
CC(=O)N1N=C(c2ccco2)CC1c1ccc(Cl)o1 (stereo unspecified),-1,-5,9,3,-2,8,-1,0
Cc1cccc(CN2CCC(C(N)=O)CC2)c1,3,-10,-6,1,-4,-5,-6,2
Cc1ccc(O)c(/C=N/NC(=O)CN2CCCC2)c1,-7,-1,11,4,10,-5,1,4
COc1ccc2[nH]cc(CCNC(=O)Cc3c(F)cccc3Cl)c2c1,-1,12,9,40,6,4,-28,-10
CS(=O)(=O)N1CCC(C(=O)NNC(=O)Nc2ccc(F)c(Cl)c2)CC1,-1,-8,-7,8,-1,12,-5,7
O=P(c1ccccc1)(c1ccccc1)c1nc(-c2ccccc2)oc1N1CCOCC1,14,-7,-15,-4,-3,10,-20,0
Cc1cc2c(c(SCC(=O)NCCc3ccccc3)n1)C(=O)OC2,7,-9,4,5,4,-1,1,6
CCN(c1ccccc1)S(=O)(=O)c1ccc(Cl)c(NC(=O)COC(=O)c2ccc[n+]([O-])c2)c1,-10,2,10,18,0,-2,5,6
COc1ccc(Cl)cc1C(=O)NNC(=O)c1csc(N2CCOCC2)n1,-8,16,-5,1,6,6,13,8
Cn1ncc(N=Cc2ccc([N+](=O)[O-])cc2)c1C(=O)Nc1ccccc1,5,-20,7,2,1,-24,5,-8
O=C(NCc1ccccc1Cl)c1cnc2n(c1=O)CCS2,1,4,11,3,0,0,19,2
CCOc1ccc(NC(=O)c2cccnc2Cl)c([N+](=O)[O-])c1,-6,-4,6,4,2,-11,-9,-7
O=C(NCc1ccccc1Cl)c1ccc(S(=O)(=O)NCc2ccco2)cc1,-2,3,-1,3,0,12,-3,-2

# New compounds follow
Structure,Apaf-1 inh,EBI2 block,Jurkat NFkB inh,UBC13 inh,SENP8 inh,CCR6 antag,697 NFkB inh,Gli-Sufu block
Cn1c(=O)[nH]c(=O)c2c1nc(SCC(=O)Nc1ccccc1)n2Cc1ccccc1,7,9,3,2,6,28,13,4
CC1CCN(CC(=O)Nc2ccccc2Sc2ccccc2)CC1,20,9,4,13,2,5,-5,6
COC(=O)c1c(C)c(C)nc(N)c1C#N,0,4,-4,7,-12,5,0,1
CC(C)(C)c1ccc(C(=O)OCC(=O)Nc2sc3c(c2C#N)CCC3)cc1,5,-2,2,4,-4,-8,15,-9
O=C(CCn1c(=S)[nH]c2cc3c(cc2c1=O)OCO3)NCc1ccccc1Cl,-2,1,-6,10,13,4,3,-39
Cc1cccn2c(=O)nc(SCC(=O)N3CC(C)OC(C)C3)nc12 (stereo unspecified),1,4,0,-9,-6,6,-5,-2

# Not a retest: two of the compounds above.
Structure,Apaf-1 inh,EBI2 block,Jurkat NFkB inh,UBC13 inh,SENP8 inh,CCR6 antag,697 NFkB inh,Gli-Sufu block
Cn1c(=O)[nH]c(=O)c2c1nc(SCC(=O)Nc1ccccc1)n2Cc1ccccc1,7,9,3,2,6,28,13,4
CC1CCN(CC(=O)Nc2ccccc2Sc2ccccc2)CC1,20,9,4,13,2,5,-5,6
